High-throughput results as filed in PubChem.
Tat export inh – blocks Tat-dependent protein export in E. coli. E. coli MC4100 TorA-mCherry Tat export, fluorescence. 340,000 compounds, 0.036% hits. inhibition, % at 10 µM;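 active = mean replicate inhibition at least 50% and at least half of replicates individually reaching 50%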;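 note: exported cargo escapes ClpAP degradation while cytoplasmic cargo is degraded and loses fluorescence; 0% = median of neutral control wells and 100% = median of NaSCN control wells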
AddAB inh – less growth of phage-infected E. coli with AddAB | 330,000 compounds, 0.29% hits | AID 435030 | inhibition, % at 11.9 µM | E. coli expressing H. pylori AddAB, absorbance growth; in the data active = inhibition above about 12%;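 note: 0% = vehicle wells of infected cells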
Mot1-301 SUMO – SUMOylation pathway inhibition by Mot1-301 growth rescue. growth rescue, % at 18.8 µM. AID 2716. S. cerevisiae Mot1-301 growth rescue, ATP luminescence, 38.5C; percent above DMSO median, 100 means doubled. 320,000 compounds, 1% hits;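 active = every valid replicate shows activation above 250% relative to neutral control wells; inactive = the rest, any valid replicate at or below 250%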;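 note: OY570 slx delta 5 strain wells were the positive control but not used for scaling; some compounds called inactive have numbers as strong as hits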
PKA-R2B activ – activates the human PKA-R2B holoenzyme complex; PKA-R2B holoenzyme dissociation, Cy5-IP20 fluorescence polarization; R2B truncated from residue 108, S112A mutant; 0% DMSO only, 100% 113 µM cGMP; P22694+P31323; activation, % at 11.4 µM; 340,000 compounds, 0.079% hits; AID 504700;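 active = activation above a cutoff set at the mean over all compounds plus 3 SD, cut at about 18% in these data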;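 note: higher means more holoenzyme dissociation and a rise in polarization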
Target sequence (P31323 whole entry, looked up, other chains not shown, the tested form may be a part): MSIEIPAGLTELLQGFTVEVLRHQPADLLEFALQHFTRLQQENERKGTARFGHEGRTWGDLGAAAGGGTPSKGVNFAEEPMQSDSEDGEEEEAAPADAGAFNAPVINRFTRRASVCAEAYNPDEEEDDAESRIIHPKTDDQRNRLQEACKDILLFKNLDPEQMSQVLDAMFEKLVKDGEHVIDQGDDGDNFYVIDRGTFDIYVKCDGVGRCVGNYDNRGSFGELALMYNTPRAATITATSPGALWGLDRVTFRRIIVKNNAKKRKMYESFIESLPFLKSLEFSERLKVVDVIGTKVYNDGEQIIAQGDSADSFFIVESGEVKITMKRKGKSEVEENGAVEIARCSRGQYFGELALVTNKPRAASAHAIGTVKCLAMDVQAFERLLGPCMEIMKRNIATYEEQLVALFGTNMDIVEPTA
HTR5A inv ctr – inverse agonist of human HTR5A in OPRM1-OPRD1 counter-screen; HTR5A cell line, luminescence, inverse agonism; inhibition, % at 9.3 µM; 340,000 compounds, 0.083% hits; in the data active = inhibition mostly above about 23%, no sharp cut-off; inactive = mostly below about 18%;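 note: 0% = cells with DMSO and 100% = no-cell wells with DMSO; some compounds called inactive have numbers as strong as hits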
Target sequence (P47898 whole entry, looked up): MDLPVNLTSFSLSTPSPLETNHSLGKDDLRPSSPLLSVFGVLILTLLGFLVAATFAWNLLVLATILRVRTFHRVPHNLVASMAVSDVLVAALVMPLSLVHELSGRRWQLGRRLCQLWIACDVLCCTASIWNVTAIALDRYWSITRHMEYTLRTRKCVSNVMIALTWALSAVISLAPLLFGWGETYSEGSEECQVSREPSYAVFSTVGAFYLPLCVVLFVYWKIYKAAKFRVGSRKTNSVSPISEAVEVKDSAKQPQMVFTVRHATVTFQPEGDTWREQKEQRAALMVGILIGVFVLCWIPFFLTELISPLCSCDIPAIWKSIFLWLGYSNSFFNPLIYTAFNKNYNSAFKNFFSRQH
DAGLB inhibitor – diacylglycerol lipase beta (human) inhibition; 340,000 compounds, 0.059% hits; inhibition, % at 5.17 µM; HEK293T DAGLB membrane lysate, EnzChek fluorogenic substrate; in the data active = inhibition above about 34%;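 note: 0% = enzyme with vehicle and 100% = wells lacking enzyme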
CDK5 inh – blocks human CDK5/p35 kinase activity | 330,000 compounds, 0.01% hits | AID 488839 | Recombinant CDK5/p35, ADP-Glo luminescence, 60 min | Q00535+Q15078 | inhibition, % at 10 µM;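 active = highest replicate inhibition of at least 50% and at least 75% of replicates reaching 50%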;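 note: plate controls were DMSO neutral control for no effect and GW8510 at 10 µM for full effect; many of its hits are not listed in these tables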
phage Ecoli inh – E. coli growth loss with phage present. growth absorbance. inhibition, % at 11.9 µM. 360,000 compounds, 0.26% hits; in the data active = inhibition above about 11%
E coli growth – bacterial growth inhibition, counter-screen for AddAB inhibitors. E. coli V3065 growth, OD600 absorbance, 18 h. 330,000 compounds, 0.27% hits. inhibition, % at 11.9 µM;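 active = inhibition above the campaign's mean inhibition across all tested compounds plus 3 SD, cut at about 9.9% in these data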;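 note: uninfected addAB+ strain grown without phage in ampicillin broth; 0% = DMSO wells and 100% = ciprofloxacin 0.95 µg/ml wells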
PKA-R1A activ – activates the PKA-R1A holoenzyme complex; P00514+P68181; PKA-R1A dissociation, Cy5-IP20 fluorescence polarization; scaled: DMSO 0%, 113 µM cGMP 100%; activation, % at 11.4 µM; 340,000 compounds, 0.083% hits; AID 504707;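 active = percent activation above the mean of all tested compounds plus 3 SD, cut at about 19% in these data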;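 note: higher means more PKAc released from R1A so a rise in polarization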
HTR5A ag ctr – activates human HTR5A in OPRM1-OPRD1 agonist counter-screen | activation, % at 9.3 µM | HTR5A agonist assay, luminescence, cell-based | P47898 | AID 504692 | 340,000 compounds, 0.61% hits; in the data active = activation mostly above about 9.5%, no sharp cut-off; inactive = mostly below about 7.6%;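 note: 0% = cells with vehicle only and 100% = reference agonist; strong numbers were not always called active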
Active calls of the source: *; . = not tested or not shown. This is a subset, so the mix of outcomes need not match the whole.

molecule	Tat export inh	AddAB inh	Mot1-301 SUMO	PKA-R2B activ	HTR5A inv ctr	DAGLB inhibitor	CDK5 inh	phage Ecoli inh	E coli growth	PKA-R1A activ	HTR5A ag ctr
CCCCCSc1cc(OC)c(CCNC)cc1OC	-9	3.3	-4	5	4	-1	-2.6	3.6	0.9	1	5
Cc1ccc(OP(N)(=O)Oc2ccc(C)cc2)cc1	0	0.3	66	-17	1	-4	-1.3	0.8	0.8	-2	0
Cn1c(NN=O)nc2ccccc21	6	7.8	6	-12	-12	6	0.0	7.8	7.5	-4	5
OC(c1ccccc1)(c1ccccc1)C1CCNCC1	5	1.3	-13	1	-20	0	-0.2	4.1	1.6	-2	-5
CN1C(=O)c2ccccc2Sc2ccc(C(=O)N3CCC4(CC3)OCCO4)cc21	-5	-2.5	-7	7	-7	-3	2.4	0.9	-1.2	2	-4
COc1cc2c(cc1OC)[C@@]13CCN4CC5=CCO[C@H]6CC(=O)N2[C@H]1[C@H]6[C@H]5C[C@H]43	-1	4.2	6	-7	-33	1	1.1	2.1	-2.3	-7	10
Cc1nn(Cc2ccc(Cl)cc2Cl)c(Cl)c1C(=O)Nc1ccc(OC(F)F)cc1	3	0.2	-7	-13	-2	-5	-0.2	0.1	-2.2	7	1
CN(C)C(=O)Oc1ccc(-c2cn3cc(C(F)(F)F)ccc3n2)cc1	0	1.6	-14	1	-16	0	-1.8	2.9	0.9	-3	1

Further results follow:
molecule	Tat export inh	AddAB inh	Mot1-301 SUMO	PKA-R2B activ	HTR5A inv ctr	DAGLB inhibitor	CDK5 inh	phage Ecoli inh	E coli growth	PKA-R1A activ	HTR5A ag ctr
O=c1[nH]c(=S)n(CCC2=CCCCC2)c(O)c1C=NCCCn1ccnc1	8	0.1	7	-5	13	2	-1.5	3.4	0.7	0	3
COc1ccc(-c2nn(CCC#N)cc2C(=O)Nc2ccccc2Br)cc1	-8	-0.9	-6	-12	4	0	-0.9	2.9	0.8	-5	-1
Cc1cc(C(=O)N=Nc2c(O)n(C)c3ccccc23)c(C)o1	-5	3.5	-10	3	-6	1	-0.3	-0.2	0.3	-7	2
CC(C)COc1ccc(C2(C#N)CC[N+](C)(C)CC2)cc1	-2	0.2	8	-5	-15	-3	-1.7	3.6	0.2	-10	5
CNCCc1nc(N)n[nH]1	7	-1.5	3	-2	-6	2	-1.3	0.6	-0.2	-3	2
CCCCn1c(O)c(C(C)=NCCc2ccccc2)c(=O)[nH]c1=O	-7	0.2	-14	-4	14	8	-2.4	3.0	-0.7	-7	-5
O=[N+]([O-])c1ccc(N2CCNCC2)cc1Sc1ccccn1	6	2.2	9	0	17	2	0.3	3.0	2.5	3	1
O=C(O)c1cccc2nc3ccccc3nc12	-17	-1.0	-12	-4	14	-1	-2.5	-0.1	-7.4	-2	6

(further entries)
molecule	Tat export inh	AddAB inh	Mot1-301 SUMO	PKA-R2B activ	HTR5A inv ctr	DAGLB inhibitor	CDK5 inh	phage Ecoli inh	E coli growth	PKA-R1A activ	HTR5A ag ctr
O=C1CN=C(c2cccc(Br)c2)c2cc(Br)ccc2N1	3	1.1	3	-15	-14	-2	-2.0	1.4	2.6	-7	4
Nc1ccc(Sc2ccc(N)cc2)cc1	1	.	.	-7	9	5	0.8	0.2	.	-7	-2
Cc1ccccc1-n1c(O)c(C=Nc2ccc(N(C)C)cc2)c(=O)[nH]c1=O	-4	-1.6	156	-26	-27	0	-0.9	2.8	-3.4	-37	6
O=C(NCc1ccccn1)c1ccccc1Cl	0	1.5	-11	-10	16	-2	-4.0	2.1	0.5	-5	-2
C=CCN1C(=O)NC(=O)/C(=C/c2cnc(SC)nc2)C1=O	6	2.0	5	-5	1	-1	0.3	-0.6	-0.7	-8	0
CN(C)C(=O)Oc1cccc2c(OC(=O)N(C)C)cccc12	-2	1.9	.	2	3	-2	0.1	2.5	-1.0	3	-4
O=C(/C=C/c1ccc(Cl)cc1)NC(=S)N1C[C@H]2C[C@H](C1)c1cccc(=O)n1C2	-5	2.9	37	-3	-9	0	-1.7	0.2	3.0	10	-4
CC/C=C/CC(=O)N[C@@H](c1ccccc1)[C@@H](O)C(=O)O[C@H]1C[C@@]2(O)[C@@H](OC(=O)c3ccccc3)C3[C@](C)(C(=O)[C@H](OC(C)=O)C(=C1C)C2(C)C)[C@@H](O)C[C@H]1OC[C@@]31OC(C)=O (some centres undefined)	5	2.2	5	4	-47	3	2.6	1.1	-2.8	-10	-3

Reprinted from the part before: 3 compounds; new compounds follow.
molecule	Tat export inh	AddAB inh	Mot1-301 SUMO	PKA-R2B activ	HTR5A inv ctr	DAGLB inhibitor	CDK5 inh	phage Ecoli inh	E coli growth	PKA-R1A activ	HTR5A ag ctr
CN(C)C(=O)Oc1cccc2c(OC(=O)N(C)C)cccc12	-2	1.9	.	2	3	-2	0.1	2.5	-1.0	3	-4
O=C(/C=C/c1ccc(Cl)cc1)NC(=S)N1C[C@H]2C[C@H](C1)c1cccc(=O)n1C2	-5	2.9	37	-3	-9	0	-1.7	0.2	3.0	10	-4
CC/C=C/CC(=O)N[C@@H](c1ccccc1)[C@@H](O)C(=O)O[C@H]1C[C@@]2(O)[C@@H](OC(=O)c3ccccc3)C3[C@](C)(C(=O)[C@H](OC(C)=O)C(=C1C)C2(C)C)[C@@H](O)C[C@H]1OC[C@@]31OC(C)=O (some centres undefined)	5	2.2	5	4	-47	3	2.6	1.1	-2.8	-10	-3
CCCCCCn1c(=O)c(C(=O)Nc2ncccc2C)c(O)c2ccccc21	-1	3.4	0	-6	-13	-1	1.9	-1.3	1.6	0	3
COc1ccc(CC[n+]2cc(/N=C(\C)[O-])on2)cc1OC	2	2.0	7	-1	-11	1	0.5	3.3	2.2	-7	8
CC1CCC(N(C)C2CCN(C)CC2)CC1 (centres undefined)	2	1.3	24	4	-13	1	-0.4	-2.5	-2.6	-13	4
O=C(CNS(=O)(=O)c1cccs1)N1CCC2(CC1)OCCO2	0	3.6	-4	-7	1	-1	-0.3	3.9	-0.2	12	0
COCCNC(=O)N1[C@H]2CC[C@@H]1C(C(=O)OC)=C(c1cccc(C#N)c1)C2	-5	-2.3	-6	-5	-2	0	1.0	0.8	-1.1	-8	2
Cc1cc(C)cc(N2C(=O)NC(=O)/C(=C\c3cc(C)n(C)c3C)C2=O)c1	9	1.5	-17	-4	12	-1	-0.4	2.4	1.6	-1	-3
Cc1ccc(-n2c(-c3cccs3)nc3ccccc3c2=O)cc1	-9	1.0	-14	-2	-4	-1	-1.0	1.4	-0.2	-10	-3
CC1=C2[C@@H]3OC(=O)[C@H](C)C3CC[C@@]2(C)C=CC1=O (some centres undefined)	-5	-1.6	119	-1	-12	-1	-0.2	1.9	-2.1	-5	3

More entries follow.
molecule	Tat export inh	AddAB inh	Mot1-301 SUMO	PKA-R2B activ	HTR5A inv ctr	DAGLB inhibitor	CDK5 inh	phage Ecoli inh	E coli growth	PKA-R1A activ	HTR5A ag ctr
Cc1ccccc1OCCCn1cc(C(=O)C(=O)N2CCOCC2)c2ccccc21	6	-1.4	-9	-11	-6	-4	0.1	-4.3	-0.4	-2	-3
COc1cc2c(cc1OC)CC[N+](C)=C2	7	1.7	5	-1	-12	-1	1.7	0.7	-0.2	-7	2
COC(=O)C1=C(c2ccc(OC(F)(F)F)cc2)C[C@@H]2CC[C@H]1N2C(=O)NCc1ccc(F)cc1	13	2.7	33	-8	13	-7	-4.8	4.3	-1.0	0	7
O=C(CCc1nnc2ccc(NCc3ccccc3)nn12)N1CCC2(CC1)OCCO2	4	4.2	18	-7	14	1	-1.0	3.5	1.0	-4	-1
CCOC(=O)CSc1ccc(C(=O)N2CCC3(CC2)OCCO3)cc1[N+](=O)[O-]	-6	1.4	3	12	-8	-6	0.3	-3.4	2.0	-4	2
C[C@]12CCC(=O)C=C1CCC1C2CC[C@@]2(C)C1CC[C@@]2(O)CC#N (some centres undefined)	-3	0.5	163	2	-10	0	-0.8	.	2.0	5	5
C=C1[C@H]2CC[C@H]3[C@]4(C)C[C@H](O[C@@H]5OC(CO)[C@@H](OSOOO)[C@H](OS(=O)(=O)O)[C@H]5OC(=O)CC(C)C)C[C@@H](C(=O)O)[C@H]4CC[C@]3(C2)[C@H]1O (some centres undefined)	-3	-3.0	-8	4	15	-1	-1.3	3.6	-1.2	19*	-6
CC(=O)NN1C(=O)c2ccccc2NC1c1cccnc1 (centres undefined)	-2	-0.2	112	0	2	1	0.7	3.2	-1.0	-16	-1

(continued)
molecule	Tat export inh	AddAB inh	Mot1-301 SUMO	PKA-R2B activ	HTR5A inv ctr	DAGLB inhibitor	CDK5 inh	phage Ecoli inh	E coli growth	PKA-R1A activ	HTR5A ag ctr
N[C@@H]1CC[C@@]2(O)[C@H]3Cc4ccc(O)c5c4[C@@]2(CCN3CC2CC2)C1O5 (some centres undefined)	0	2.6	.	6	13	3	-1.9	3.1	0.3	9	-6
CCc1nc2ccccc2c(=O)n1-c1cccc(OC)c1	-15	2.0	-11	-2	4	1	-0.1	3.1	0.7	5	3
Cc1c(N=Nc2c(O)[nH]c(=O)[nH]c2=O)c(=O)n(-c2ccccc2)n1C	-3	3.6	1	5	-3	-2	-3.6	2.1	-0.7	-3	-3
COC(=O)C(O)(c1ccc(NC(=O)Oc2ccccc2)cc1)C(F)(F)F (centres undefined)	-1	-0.3	-1	1	17	2	.	1.2	-0.3	-9	2
NCC(O)c1ccc(O)cc1 (centres undefined)	-2	-1.6	67	-2	-8	-2	-0.8	3.5	0.4	-22	-3
Cn1c(O)c(C(c2ccncc2)c2c(O)n(C)c(=S)n(C)c2=O)c(=O)n(C)c1=S	-9	6.8	-3	4	8	2	-1.4	-0.8	2.5	12	-4
COc1cccc(NP(=O)(Oc2ccccc2Cl)Oc2ccccc2Cl)c1	13	2.9	-30	-8	-5	-2	.	3.0	-1.7	-19	-1
COP(=O)(OC)C(Nc1ccccc1)c1ccccc1 (centres undefined)	-10	-0.5	-29	10	9	0	-1.6	2.8	-3.5	5	-2
Cc1ccc(-c2nc3ccccc3c(=O)n2-c2ccc(O)cc2)cc1	-12	5.2	451	-1	5	4	1.8	4.0	1.0	-6	-2
